# SIRT5 block: blocks human SIRT5 desuccinylation of peptide; Q9NXA8; Purified SirT5, succinyl-peptide AMC, trypsin-coupled fluorescence; inhibition, % at 15 µM; 330,000 tested, 1.1% active; AID 652115; in the data active = inhibition above about 15%; inconclusive = no clear call, values can overlap the other calls
# Target sequence (Q9NXA8 whole entry, looked up): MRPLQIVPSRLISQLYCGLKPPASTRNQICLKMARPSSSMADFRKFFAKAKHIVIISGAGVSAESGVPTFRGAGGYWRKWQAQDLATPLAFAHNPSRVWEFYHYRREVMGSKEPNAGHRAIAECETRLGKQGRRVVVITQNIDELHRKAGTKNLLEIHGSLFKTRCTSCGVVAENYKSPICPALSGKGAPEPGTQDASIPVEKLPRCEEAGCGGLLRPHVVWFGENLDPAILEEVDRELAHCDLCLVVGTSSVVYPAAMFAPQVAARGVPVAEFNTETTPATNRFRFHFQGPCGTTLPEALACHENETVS
# PAX8 reporter: lowers PAX8-driven luciferase in RMG-I cells; AID 652154; 360,000 tested, 1.2% active; RMG-I TPO-luciferase reporter, SteadyGlo, 24 h; inhibition, % at 12.6 µM;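 active = mean replicate inhibition at least 60% with every replicate also reaching 60%; inconclusive = only one of the two criteria is met; inactive = mean below 60% and not all replicates reaching 60%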;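 note: luciferase light reporting Pax8 driven TPO promoter activity; plate controls were median of neutral control wells for no effect and mitoxantrone controls for full effect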
# EWS-Fli block: inhibitors of EWS/Fli oncoprotein transcriptional activity; 350,000 tested, 0.67% active; A673 NR0B1-luciferase reporter, viability-normalised; AID 651661; inhibition, % at 12.6 µM;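 active = mean inhibition of at least 50% after viability correction, with every replicate also passing that limit; inconclusive = mean reaches 50% but only one of two replicates passes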;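 note: firefly luciferase signal divided by Alamar Blue viability fluorescence both relative to DMSO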
# LGR2 inh: blocks bursicon-induced cAMP signaling via Drosophila LGR2 | HEK293 LGR2, CRE-luciferase, bursicon-stimulated, 4 h | inhibition, % at 9.99 µM | 380,000 tested, 0.35% active;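 active = drop in luminescence signal, shown as inhibition above about 50% in the replicate tests, limit read from the data, passing the limit was not always enough; inconclusive = probably only some replicates passing the limit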;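 note: agonist challenge used bursicon conditioned medium at about half maximal strength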
# ARNT TACC3 PPI: disruptors of human ARNT/TACC3 interaction | AID 623870 | inhibition, % at 9.99 µM | 390,000 tested, 0.66% active | AlphaScreen His-ARNT PAS-B/GST-TACC3 binding, luminescence; TACC3 fragment carries E629A point mutation;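 active = mean inhibition of replicates at least 50% and at least half of replicates each reaching 50%; inconclusive = half or more replicates reach 50% but mean below 50%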;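 note: 0% = complete ARNT plus TACC3 wells and 100% = ARNT alone without TACC3; many hits fall short of the cut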
# DENV2 CPE rescue: inhibitors of DENV2 cytopathic effect | DENV2-infected cells, cytopathic effect rescue, plate reader | CPE inhibition, % at 9.99 µM | 350,000 tested, 1.7% active | AID 651640; in the data active = CPE inhibition above about 20%, passing the limit was not always enough; inconclusive = no clear call, values can overlap the other calls; tested in BHK-21 cells;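 note: 0% = median of neutral control wells and 100% = median of positive control wells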
# Casp6 inh: caspase-6 (human) enzyme inhibition; P55212; purified caspase-6, Z-VEID-R110 cleavage fluorescence; inhibition, % at 12.5 µM; 350,000 tested, 0.53% active; AID 686996;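 active = mean inhibition across replicates at least about 35%, with every replicate also reaching that limit, limit read from the data; inconclusive = only one of the two criteria met; inactive = neither criterion met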;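 note: 0% = median of neutral control wells and 100% = no fluorescence left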
# Target sequence (P55212 24-179 limits assumed): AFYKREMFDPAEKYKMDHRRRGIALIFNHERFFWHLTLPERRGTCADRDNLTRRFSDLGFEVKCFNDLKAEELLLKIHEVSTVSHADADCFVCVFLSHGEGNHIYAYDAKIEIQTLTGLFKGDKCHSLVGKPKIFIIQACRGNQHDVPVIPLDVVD
# Target sequence (P55212 194-293 limits assumed): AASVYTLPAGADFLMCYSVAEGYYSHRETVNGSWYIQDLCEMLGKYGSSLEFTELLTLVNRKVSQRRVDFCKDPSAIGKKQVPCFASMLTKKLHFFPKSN
# Starred values were filed as active, the others as inactive; ? = inconclusive; . = not tested or not shown.
No.	mol	SIRT5 block	PAX8 reporter	EWS-Fli block	LGR2 inh
1	Cc1ccc(OCCCSc2n[nH]c(N)n2)cc1	-2	-46	-8	1
2	CCC(=O)NC[C@H]1N[C@H](CO)[C@@H]1c1ccc(C2=CCCC2)cc1	.	-9	9	-16
3	CCC1=Nc2cc(C(=O)NCCN3CCOCC3)ccc2Sc2ccc(C)cc21	1	-4	6	-6
4	COC(=O)C1=C(C)N(c2ccc(OC)c(OC)c2)C(=O)/C1=C\c1cccs1	4	5	-1	-45
5	Nc1ccc(CN2CCOCC2)cc1	-3	7	-8	18
6	CC(=O)NC1C(OCc2cccc(Br)c2)OC(COC(C)=O)C(OC(C)=O)C1OC(C)=O (centres undefined)	.	-2	8	28
7	Cc1ccc(S(=O)(=O)Nc2ccc3c(c2)C(=O)N([C@@H](C)CO)C[C@H](C)[C@@H](CN(C)C(=O)Nc2ccccc2)OCCCC[C@H](C)O3)cc1	17*	33	2	-6
8	COc1ccccc1CNC(=O)CCCc1ccccc1	-1	-20	-14	-4
9	C[C@@H]1CN([C@@H](C)CO)C(=O)c2cccc(NC(=O)Nc3ccccc3)c2O[C@@H]1CN(C)C(=O)Nc1ccccc1	-4	13	-6	2
10	Cc1ccc(CN(C)C(=O)c2cccc(S(=O)(=O)N3CCCC3)c2)cc1	6	8	1	7
11	O=C(NCC1CCCO1)c1cccc(NS(=O)(=O)c2ccccc2)c1 (centres undefined)	-3	-11	-4	5
12	CCOC(=O)C1=CCN(S(=O)(=O)c2ccc(C)cc2)C1c1ccccc1 (centres undefined)	-1	-4	-4	4
13	N#C[C@H]1[C@H](c2ccc(C#Cc3cccc(F)c3)cc2)[C@@H](CO)N1C(=O)C1CCC1	3	4	29	0
14	Cc1ccc(C)c(Nc2nc3ccc(C)cc3n3cnnc23)c1	-1	4	5	3
15	CSc1ccc(/C=N\Nc2nncn2N)cc1	-3	-13	-27	3

No.	ARNT TACC3 PPI	DENV2 CPE rescue	Casp6 inh
1	11	14	-1
2	-4	.	.
3	-3	1	-9
4	5	.	0
5	1	6	-5
6	-7	4	0
7	7	8	-2
8	-10	0	-1
9	-1	13	-1
10	.	0	0
11	-6	-5	10
12	.	2	1
13	8	1	0
14	12	1	0
15	0	-7	12

# (further entries)
No.	mol	SIRT5 block	PAX8 reporter	EWS-Fli block	LGR2 inh
16	Cc1nn(C)cc1C(=O)Nc1cc(Oc2ccc(Cl)cc2)cc([N+](=O)[O-])c1	-4	.	10	5
17	O=C(C[C@H]1CC[C@@H](NC(=O)Nc2ccc3c(c2)OCO3)[C@@H](CO)O1)NCc1ccc2c(c1)OCO2	-1	-6	-6	24
18	O=C(Cc1ccccc1Cl)Nc1cccc(S(=O)(=O)N2CCOCC2)c1	2	15	10	7
19	CC(C)NC(=O)Nc1ccc2c(c1)C(=O)N([C@H](C)CO)C[C@H](C)[C@@H](CN(C)C(=O)Cc1ccccc1)OCCCC[C@@H](C)O2	9	0	.	5
20	O=C(C=Cc1cccnc1)c1ccccc1	-6	-115	2	-3
21	COC(=O)[C@@]1(Cc2ccc(OC)cc2)[C@H]2c3cc(C(=O)N4CCCC4)n(C[C@H](O)CO)c3C[C@H]2CN1C(=O)c1ccccc1	.	2	-2	-7
22	C[C@@H]1CN([C@@H](C)CO)C(=O)c2cc(-c3ccccc3)cnc2O[C@@H]1CN(C)C(=O)c1cccnc1	-1	-1	9	-11
23	COc1ccc([C@H]2C[C@H](n3cc(COC(=O)c4ccccc4)nn3)[C@@H](O)CN2C(=O)c2cccs2)cc1	1	13	-12	8
24	COc1cc(C2C(C#N)=C(N)OC3=C2C(=O)CC(C)(C)C3)cc2c1OCO2 (centres undefined)	-1	2	2	-12
25	C[C@@H]1CCCCO[C@H](CN(C)Cc2ccc(C(F)(F)F)cc2)[C@H](C)CN([C@@H](C)CO)C(=O)c2cc(NS(=O)(=O)c3ccc(F)cc3)ccc2O1	0	83*	4	25
26	CCOC(=O)C1=C(c2ccccc2)O/C(=C(/C(=O)OC)C(F)(F)F)S1	1	.	-5	14
27	CCOC(=O)/C=C1/SCC(=O)N1Cc1ccc(Br)cc1	.	20	-2	-3
28	C[C@@H]1CN([C@@H](C)CO)C(=O)c2ccccc2-c2ccccc2CO[C@@H]1CN(C)C(=O)Nc1ccnc(N2CCOCC2)c1	-3	-1	7	-24
29	C=CCOn1c(=O)c(-c2ccccc2)[n+]([O-])c2ccccc21	-1	7	9	.
30	O=C(NC1=CC(=O)c2ccccc2C1=O)c1ccccc1	2	99*	35	61*

No.	ARNT TACC3 PPI	DENV2 CPE rescue	Casp6 inh
16	1	-3	-1
17	-5	20*	0
18	30	-4	-1
19	2	-2	2
20	-14	9	2
21	.	12	1
22	-7	-9	-2
23	.	-5	0
24	-11	0	1
25	8	7	-4
26	1	1	6
27	-16	5	2
28	11	2	-3
29	-8	5	-1
30	2.4*	0	1

# Carrying on:
No.	mol	SIRT5 block	PAX8 reporter	EWS-Fli block	LGR2 inh
31	CC(C)(C)CC(=O)O/N=C(\N)c1ccncc1	-2	6	-4	18
32	O=C(COc1ccccc1)Nc1ccccc1NS(=O)(=O)c1cccs1	-4	-21	-4	6
33	Cc1cc(C(=O)N/N=C/c2cccs2)no1	2	-9	-9	18
34	Cc1nc2ccc(NC(=O)C3=NN(C)C(=O)CC3)cc2s1	1	-48	-47	-11
35	CC(C)=CCC/C(C)=C/CNC(=O)C[C@H]1C[C@H](C(=O)N2CCOCC2)[C@@]2(C)c3[nH]c4ccc(Cl)cc4c3CCN2C1=O	1	104*	36	63*
36	CCC(N=c1cc(-c2ccc(OC)cc2)oc2ccc(C)cc12)C(=O)O (centres undefined)	.	-95	.	-75
37	CC(C)(C)OC(=O)N1CCC[C@H]1C(=O)N1CCC[C@H]1C(=O)NCc1ccncc1	10	-4	-3	17
38	CN1C(=O)c2cc(NC(=O)c3ccc(F)cc3)ccc2OC[C@H]2O[C@H](CC(=O)NCC3CC3)CC[C@@H]21	3	11	1	10
39	O=C(O)CC1SC(=Nc2ccc(O)cc2)NC1=O (centres undefined)	3	0	9	-18
40	Cc1ccc(S(=O)(=O)NC(C(=O)N2CCOCCOCCOCCOCC2)c2ccccc2)cc1 (centres undefined)	-2	5	1	-3
41	CCCCc1ccc(NC(=O)CSc2nc3ncccc3[nH]2)cc1	-1	-16	.	-5
42	COc1ccc(C(CCN2CCCCC2)c2c(OC)cc(OC)c3c(-c4ccccc4)cc(=O)oc23)cc1 (centres undefined)	.	13	7	-1
43	O=C(CC1CC1)N1CC(=O)N2[C@H](C1)[C@H](c1ccc(/C=C/c3ccccc3)cc1)[C@@H]2CO	-1	.	-5	18
44	COc1ccc(-c2csc(N(CCCN(C)C)C(=O)c3ccc(C(C)(C)C)cc3)n2)cc1	-4	42	12	10
45	COC(=O)c1cc(S(=O)(=O)N2CCCCC2)ccc1N1CCOCC1	8	-6	0	-6

No.	ARNT TACC3 PPI	DENV2 CPE rescue	Casp6 inh
31	0	-1	-1
32	.	-2	1
33	6	-10	-1
34	-10	6	1
35	-6	-5	2
36	2	.	.
37	.	-2	-2
38	11	-9	-1
39	-3	-3	1
40	-4	7	4
41	13	5	0
42	26	2	.
43	.	13	-1
44	8	1	-3
45	-33	?	-27

# Part of the list above in a different format.
item | Molecule | SIRT5 block | PAX8 reporter | EWS-Fli block | LGR2 inh | ARNT TACC3 PPI | DENV2 CPE rescue | Casp6 inh
33 | Cc1cc(C(=O)N/N=C/c2cccs2)no1 | 2 | -9 | -9 | 18 | 6 | -10 | -1
34 | Cc1nc2ccc(NC(=O)C3=NN(C)C(=O)CC3)cc2s1 | 1 | -48 | -47 | -11 | -10 | 6 | 1

# (list continues)
No.	mol	SIRT5 block	PAX8 reporter	EWS-Fli block	LGR2 inh
46	CC(C)c1ccc(NC(=O)Nc2nc(C(N)C(C)C)cs2)cc1 (centres undefined)	.	43	28	9
47	COc1ccc(S(=O)(=O)N2CCN3CCCC3C2)cc1 (centres undefined)	.	-9	-4	7
48	COc1ccccc1CN1CCN(Cc2cc(OC)c(OC)cc2OC)CC1	-3	10	3	4
49	C[C@@H]1CN([C@H](C)CO)C(=O)c2cccc(NS(=O)(=O)c3cn(C)cn3)c2O[C@@H]1CN(C)S(=O)(=O)c1cn(C)cn1	-6	3	-15	9
50	C[C@@H]1CN([C@@H](C)CO)C(=O)c2cc(C#C[C@@H](C)O)cnc2O[C@@H]1CN(C)Cc1cccc(F)c1	-2	.	-1	5
51	S=C(c1ccc(OCc2ccccc2)cc1)N1CCCC1	-4	-98	-29	.
52	COC(=O)C[C@H]1c2cc(C(F)(F)F)ccc2S(=O)(=O)N1Cc1ccccc1OC	-1	22	-3	8

No.	ARNT TACC3 PPI	DENV2 CPE rescue	Casp6 inh
46	.	-4	-8
47	-2	0	-3
48	-20	8	-3
49	-15	16	4
50	5	6	-3
51	6	-7	-3
52	.	-5	5

# Compounds shown so far containing a halogen, in the order listed:
No.	mol	SIRT5 block	PAX8 reporter	EWS-Fli block	LGR2 inh
6	CC(=O)NC1C(OCc2cccc(Br)c2)OC(COC(C)=O)C(OC(C)=O)C1OC(C)=O (centres undefined)	.	-2	8	28
13	N#C[C@H]1[C@H](c2ccc(C#Cc3cccc(F)c3)cc2)[C@@H](CO)N1C(=O)C1CCC1	3	4	29	0
16	Cc1nn(C)cc1C(=O)Nc1cc(Oc2ccc(Cl)cc2)cc([N+](=O)[O-])c1	-4	.	10	5
18	O=C(Cc1ccccc1Cl)Nc1cccc(S(=O)(=O)N2CCOCC2)c1	2	15	10	7
25	C[C@@H]1CCCCO[C@H](CN(C)Cc2ccc(C(F)(F)F)cc2)[C@H](C)CN([C@@H](C)CO)C(=O)c2cc(NS(=O)(=O)c3ccc(F)cc3)ccc2O1	0	83*	4	25
26	CCOC(=O)C1=C(c2ccccc2)O/C(=C(/C(=O)OC)C(F)(F)F)S1	1	.	-5	14
27	CCOC(=O)/C=C1/SCC(=O)N1Cc1ccc(Br)cc1	.	20	-2	-3
35	CC(C)=CCC/C(C)=C/CNC(=O)C[C@H]1C[C@H](C(=O)N2CCOCC2)[C@@]2(C)c3[nH]c4ccc(Cl)cc4c3CCN2C1=O	1	104*	36	63*
38	CN1C(=O)c2cc(NC(=O)c3ccc(F)cc3)ccc2OC[C@H]2O[C@H](CC(=O)NCC3CC3)CC[C@@H]21	3	11	1	10
50	C[C@@H]1CN([C@@H](C)CO)C(=O)c2cc(C#C[C@@H](C)O)cnc2O[C@@H]1CN(C)Cc1cccc(F)c1	-2	.	-1	5
52	COC(=O)C[C@H]1c2cc(C(F)(F)F)ccc2S(=O)(=O)N1Cc1ccccc1OC	-1	22	-3	8

No.	ARNT TACC3 PPI	DENV2 CPE rescue	Casp6 inh
6	-7	4	0
13	8	1	0
16	1	-3	-1
18	30	-4	-1
25	8	7	-4
26	1	1	6
27	-16	5	2
35	-6	-5	2
38	11	-9	-1
50	5	6	-3
52	.	-5	5

# Source: PubChem BioAssay

# Not a hit list (roughly 4.9% active in at least one column).
